Sm TGR inh – inhibitors of Schistosoma mansoni thioredoxin glutathione reductase. purified TGR, DTNB reduction, TNB absorbance 405 nm. 360,000 tested, 3% active. Q962Y6. AID 485364. Potency, µM (highest dose often 114 µM), for the others: at the top dose activity change, negative = inhibition, hits mostly inhibitors; also: potency is read from the fitted curve at half-maximal effect; nearly all actives have a fitted effect of over 60% in size
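Kinetic colorimetric format: TGR-catalysed, NADPH-driven DTNB reduction monitored via TNB absorbance. Enzyme dispensed at 20 nM; compound exposure 15 min at room temperature before reaction start.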
LmPK inhibitor – blocks Leishmania mexicana pyruvate kinase activity; purified LmPK, Kinase-Glo ATP luminescence, 1 h; 290,000 tested, 0.37% active; AID 1721; Potency, µM (highest dose often 57.5 µM), for the others: at the highest dose activity change, negative = inhibition, most hits filed as inhibitors; also: potency is read from the fitted curve at half-maximal effect
Target sequence (Q27686 whole entry, looked up): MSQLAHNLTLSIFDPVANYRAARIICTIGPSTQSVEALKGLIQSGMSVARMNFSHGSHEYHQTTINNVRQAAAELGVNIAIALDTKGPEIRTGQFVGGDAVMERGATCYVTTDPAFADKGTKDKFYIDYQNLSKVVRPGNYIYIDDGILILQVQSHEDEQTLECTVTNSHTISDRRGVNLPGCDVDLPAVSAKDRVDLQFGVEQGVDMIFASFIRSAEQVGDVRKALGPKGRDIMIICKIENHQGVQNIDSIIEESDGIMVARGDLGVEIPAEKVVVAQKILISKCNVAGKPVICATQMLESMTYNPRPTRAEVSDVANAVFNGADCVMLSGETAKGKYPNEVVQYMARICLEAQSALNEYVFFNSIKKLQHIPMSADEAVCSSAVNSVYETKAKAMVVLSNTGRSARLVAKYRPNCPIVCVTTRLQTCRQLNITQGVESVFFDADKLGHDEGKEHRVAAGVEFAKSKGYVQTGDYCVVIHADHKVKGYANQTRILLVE
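In 50 mM imidazole pH 7.2 with 7 mM MgCl2, LmPK (0.1 nM) turned over PEP (0.5 mM) and ADP (0.1 mM) for 1 h at room temperature. Luciferase read-out of ATP.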
AMA1-RON2 inh – inhibitors of Plasmodium falciparum AMA1-RON2 interaction. AlphaScreen AMA1-biotinylated RON2 peptide binding. Potency, µM (top dose mostly 58.2 µM), inactives show at the highest dose activity change, negative = inhibition, usual class: inhibitors. 360,000 tested, 0.2% active. AID 720542;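 also: potency is read from the fitted curve at half-maximal effect; 0% = vehicle wells and -100% = peptide control; nearly all actives have a fitted effect of over 45% in size; some results filed as inactive show a strong effect at the top dose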
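AMA1 (3D7) with his tag at 25 nM final met compounds first, then biotinylated RON2 peptide at 25 nM; detection used donor plus acceptor beads, 10 µg/mL apiece, read by AlphaScreen after 30 min at room temperature.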
AmpC inh no detg – AmpC beta-lactamase inhibition without detergent; P00811; AmpC nitrocefin hydrolysis, absorbance 480 nm, 0.0001% Triton; Potency, µM (doses to about 57.1 µM), for inactives: top-dose activity change, negative = inhibition, hits mostly inhibitors; 330,000 tested, 0.52% active; AID 485341;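 also: potency is read from the fitted curve at half-maximal effect; plate controls were no compound for no effect and no enzyme for full effect; nearly all actives have a fitted effect of over 20% in size; some results filed as inactive show a strong effect at the top dose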
Target sequence (P00811 whole entry, looked up): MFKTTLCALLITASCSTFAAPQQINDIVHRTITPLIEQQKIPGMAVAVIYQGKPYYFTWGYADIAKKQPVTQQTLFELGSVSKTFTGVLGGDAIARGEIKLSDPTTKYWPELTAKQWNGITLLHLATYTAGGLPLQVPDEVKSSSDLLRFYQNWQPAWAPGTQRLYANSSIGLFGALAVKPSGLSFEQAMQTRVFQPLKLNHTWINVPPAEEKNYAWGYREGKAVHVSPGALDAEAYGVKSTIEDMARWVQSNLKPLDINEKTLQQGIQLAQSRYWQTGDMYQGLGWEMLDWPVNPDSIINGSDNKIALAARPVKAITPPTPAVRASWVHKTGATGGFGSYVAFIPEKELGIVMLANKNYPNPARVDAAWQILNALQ
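AmpC (5.3 nM in the dispensed reagent) in 20 mM phosphate pH 7.0 with 0.01% (detergent screen) or 0.0001% Triton X-100 was preincubated with compounds for 15 min at room temperature. Nitrocefin was then added from an 800 uM solution, and hydrolysis was followed at 480 nm.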
Tb PYK inh – blocks Trypanosoma brucei pyruvate kinase; AID 624173; Potency, µM (highest dose often 76.8 µM), for the others: top-dose activity, negative = inhibition, hits mostly inhibitors; TbPYK enzyme, Kinase-Glo Plus ATP luminescence, 45 min; 410,000 tested, 0.12% active; also: potency is read from the fitted curve at half-maximal effect; nearly all actives have a fitted effect of over 50% in size
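Luminescence from Kinase-Glo Plus, added after a 45-minute room-temperature reaction, served as the end-point read-out. The enzyme and substrate were preincubated with compound before ADP (130 uM final) initiated turnover. Concentration-effect curves came from normalized qHTS data.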
HCMV inh – human cytomegalovirus inhibition; 410,000 tested, 4.5% active; HFF cells, HCMV-luciferase reporter, 72 h; active compounds read low; AID 1259415; activity change, negative = inhibition, % at 57.5 µM; in the data active = activity change below about -60%; inconclusive = no clear call, values can overlap the other calls; inactive = above about -39%
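Steps: HFFs plated, 16 h 37C; compounds added; HCMV-luciferase added to MOI 1 PFU/cell; 72 h 37C; OneGlo reagent, 5 min room temperature; luminescence read, normalized to controls.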
AmpC inh detg – inhibitors of E. coli AmpC beta-lactamase with detergent. P00811. AmpC hydrolysis of nitrocefin, absorbance 480 nm, 0.01% Triton. Potency, µM (top dose mostly 114 µM), without a hit: top-dose activity change, negative = inhibition, hits mostly inhibitors. 370,000 tested, 0.041% active;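 also: potency is read from the fitted curve at half-maximal effect; 0% = no-compound wells and -100% = no-enzyme wells; nearly all actives have a fitted effect of over 25% in size; some results filed as inactive show a strong effect at the top dose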
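20 mM phosphate pH 7.0 + 0.01% (detergent screen) or 0.0001% Triton X-100; 5.3 nM AmpC reagent; cpd preinc 15 min RT; nitrocefin (800 uM stock) to start; A480 q20 s × 4 min; Activity was normalised to no-enzyme and no-compound control wells.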
* hit, by the source's call; & = joins results of further samples; [ ] = another dose, or the depositor's remark. Unless noted, calls follow the shape of the dose curve; as a rule, active = well fitted curve in the direction sought with a large enough effect; inconclusive = small, poorly fitted or top-dose-only effect, or another doubt; inactive = no such curve, though single readings can be large; an effect the other way counts as inactive or inconclusive. Unless noted, % is scaled to controls: 0 for no effect and ±100 for the full control effect.

The first 2 records, ahead of the listing:
How did CC(=O)N1CCC(N(CCCOC(C)C)C(=O)Nc2ccc(C)c(C)c2)CC1 do in these assays?
Sm TGR inh: 0%&0%; LmPK inhibitor: 1%; AMA1-RON2 inh: -3%; AmpC inh no detg: 62%[activator]; Tb PYK inh: 3%&0%; HCMV inh: inconclusive; AmpC inh detg: 7%&-13%

Results for CN(C)CCCN1C(=O)c2oc3ccc(F)cc3c(=O)c2C1c1cccnc1 (centres undefined) ?
Sm TGR inh: inconclusive; LmPK inhibitor: -7%; AMA1-RON2 inh: -3%; AmpC inh no detg: 47%; Tb PYK inh: -5%; HCMV inh: 14; AmpC inh detg: -14%

The listing, previewed entries included:
How did CC(=O)N1CCC(N(CCCOC(C)C)C(=O)Nc2ccc(C)c(C)c2)CC1 do in these assays?
Sm TGR inh: 0%&0%; LmPK inhibitor: 1%; AMA1-RON2 inh: -3%; AmpC inh no detg: 62%[activator]; Tb PYK inh: 3%&0%; HCMV inh: inconclusive; AmpC inh detg: 7%&-13%

Results for CN(C)CCCN1C(=O)c2oc3ccc(F)cc3c(=O)c2C1c1cccnc1 (centres undefined) ?
Sm TGR inh: inconclusive; LmPK inhibitor: -7%; AMA1-RON2 inh: -3%; AmpC inh no detg: 47%; Tb PYK inh: -5%; HCMV inh: 14; AmpC inh detg: -14%

What do the screens show for `O=C(CN(Cc1cccs1)C(=O)CCC(=O)Nc1nccs1)NCc1ccccc1`?
Sm TGR inh: inconclusive; LmPK inhibitor: 1%; AMA1-RON2 inh: 7%; AmpC inh no detg: -8%; Tb PYK inh: -4%; HCMV inh: -16; AmpC inh detg: inconclusive

What do the screens show for `Cn1cc(C(=O)NCCc2ccc(Cl)cc2)c(=O)c2cc(S(=O)(=O)N3CCCCC3)ccc21`?
Sm TGR inh: 0%; Tb PYK inh: -3%; HCMV inh: 0; AmpC inh detg: -2%

How did Cc1cc(C)c(NC(=O)CN2C(=O)c3cccnc3Oc3ccc(Cl)cc32)c(C)c1 do in these assays?
Sm TGR inh: 2%; Tb PYK inh: -7%[15.4 µM]; HCMV inh: 0; AmpC inh detg: -1%

Results for O=S(=O)(NCC1CC1)c1cc(Cl)cc(Cl)c1 ?
Sm TGR inh: -10%; LmPK inhibitor: 2%; AMA1-RON2 inh: 2%; AmpC inh no detg: -19%; Tb PYK inh: 2%; HCMV inh: -65*; AmpC inh detg: -7%

Results for Cc1cc(OCC(=O)NCc2cccnc2)c2c(C)cc(=O)oc2c1 ?
Sm TGR inh: -18%; LmPK inhibitor: -1%; AMA1-RON2 inh: 6%; AmpC inh no detg: 7%; Tb PYK inh: -3%; HCMV inh: 33; AmpC inh detg: -7%

Results for CC(C)NC(=O)CSc1nncn1-c1ccccc1 ?
Sm TGR inh: 1%; LmPK inhibitor: -2%; AMA1-RON2 inh: 3%; AmpC inh no detg: -3%; Tb PYK inh: 1%; HCMV inh: -3; AmpC inh detg: -1%

Results for CCOC(=O)[C@H]1[C@H]2COc3ccc(Cl)cc3[C@@H]2N2C(=O)CN(Cc3ccc(Cl)cc3)C(=O)[C@@]12C ?
Sm TGR inh: 8%; AMA1-RON2 inh: -13%; AmpC inh no detg: 120%[activator]; Tb PYK inh: -1%; HCMV inh: -99*; AmpC inh detg: 6%

Results for Cc1cccc(NC(=O)Cn2c(=O)n(C)c3ccccc32)c1 ?
Sm TGR inh: 5%; LmPK inhibitor: 5%; AMA1-RON2 inh: 7%; AmpC inh no detg: -22%; Tb PYK inh: -1%; HCMV inh: 24; AmpC inh detg: -3%

What do the screens show for `Cc1cccc(C(=O)Nc2cc3nn(-c4ccc(C(C)C)cc4)nc3cc2C)c1`?
Sm TGR inh: -3%; Tb PYK inh: 1%; HCMV inh: 17; AmpC inh detg: -2%

Results for c1ccc2c(c1)CSc1sccc1C2=C1CCNCC1 ?
Sm TGR inh: -1%; LmPK inhibitor: -2%; AMA1-RON2 inh: inconclusive; AmpC inh no detg: -9%; Tb PYK inh: 0%; HCMV inh: -5; AmpC inh detg: 1%

What do the screens show for `Cc1occc1C(=O)N1CCN(C(=O)C2CCCO2)CC1` (centres undefined)?
Sm TGR inh: -11%; LmPK inhibitor: -3%; AMA1-RON2 inh: 2%; AmpC inh no detg: -16%; Tb PYK inh: -5%; HCMV inh: 11; AmpC inh detg: inconclusive

How did Cc1cccc(NC(=S)Nc2ccccn2)c1C do in these assays?
Sm TGR inh: 7%; LmPK inhibitor: -1%; AMA1-RON2 inh: 3%; AmpC inh no detg: -10%; Tb PYK inh: 2%; HCMV inh: 12; AmpC inh detg: -1%

What do the screens show for `O=C(Cn1ncc2c3ccccc3n(Cc3ccccc3)c2c1=O)NCc1ccco1`?
Sm TGR inh: inconclusive; LmPK inhibitor: 3%; AMA1-RON2 inh: 0%; AmpC inh no detg: -26%; Tb PYK inh: 4%; HCMV inh: -24; AmpC inh detg: 1%

What do the screens show for `CCNC(=O)C1(C)CCCN(CC(=O)c2ccccc2OC)C1` (centres undefined)?
AMA1-RON2 inh: -8%; Tb PYK inh: -1%; HCMV inh: 27

How did CCc1nnc(NC(=O)CCC(=O)N2CCN(Cc3cc(Cl)ccc3OC)CC2)s1 do in these assays?
Sm TGR inh: -21%; LmPK inhibitor: 0%; AMA1-RON2 inh: -9%; AmpC inh no detg: 61%[activator]; Tb PYK inh: -11%; HCMV inh: 28; AmpC inh detg: inconclusive

How did CC(=O)Nc1ccc(NC(=O)C(C)OC(=O)CCCN=C2NS(=O)(=O)c3ccccc32)cc1 (centres undefined) do in these assays?
Sm TGR inh: -1%; AMA1-RON2 inh: -1%; AmpC inh no detg: -17%; Tb PYK inh: -5%; HCMV inh: -33; AmpC inh detg: 0%

How did N#Cc1c(N)n(-c2cccc(C(=O)O)c2)c2nc3ccccc3nc12 do in these assays?
Sm TGR inh: 0%; LmPK inhibitor: -2%; AMA1-RON2 inh: 5%; AmpC inh no detg: -20%; Tb PYK inh: 0%; HCMV inh: -19; AmpC inh detg: 2%

What do the screens show for `CC(NC(=O)C1CCN(S(=O)(=O)N2CCCCCC2)CC1)c1ccccc1` (centres undefined)?
Sm TGR inh: 7%; LmPK inhibitor: 1%; AMA1-RON2 inh: -5%; AmpC inh no detg: 29%; Tb PYK inh: 1%; HCMV inh: -32; AmpC inh detg: -3%

What do the screens show for `CCCOc1cccc(C2/C(=C(/O)c3ccc4c(c3)CC(C)O4)C(=O)C(=O)N2CCN2CCOCC2)c1` (centres undefined)?
Sm TGR inh: -13%; LmPK inhibitor: 12%; AMA1-RON2 inh: 10%; AmpC inh no detg: -5%; Tb PYK inh: -7%; HCMV inh: -24; AmpC inh detg: -11%

What do the screens show for `Cc1ccc(-c2nnc(SCC(=O)N/N=C/c3ccccc3C(=O)O)n2-c2ccccc2)cc1`?
Sm TGR inh: 7%; LmPK inhibitor: 2%; AmpC inh no detg: -31%; HCMV inh: 15; AmpC inh detg: 2%

What do the screens show for `CC12CN3CC(C)(CN(C1)C3c1ccc3c(c1)OCO3)C2=O` (centres undefined)?
Sm TGR inh: -1%; LmPK inhibitor: -10%; AMA1-RON2 inh: 9%; AmpC inh no detg: -19%; Tb PYK inh: 7%; HCMV inh: -11; AmpC inh detg: 2%

How did COc1ccc(CNC(=O)Nc2ccc3c(c2)c(=O)n(C)n3Cc2cccc(C(F)(F)F)c2)cc1 do in these assays?
AMA1-RON2 inh: 5%; Tb PYK inh: -7%; HCMV inh: -6

How did OC(c1ccccc1)c1nc(/C=C/c2ccccc2)cs1 (centres undefined) do in these assays?
AMA1-RON2 inh: 1%; Tb PYK inh: -3%; HCMV inh: 68

Results for Cc1cccc(N(C(=O)CNC(=O)c2cccs2)C(C(=O)NC2CCCC2)c2ccncc2)c1 (centres undefined) ?
Sm TGR inh: -8%; LmPK inhibitor: -4%; AMA1-RON2 inh: 5%; AmpC inh no detg: 6%; Tb PYK inh: 0%; HCMV inh: -9; AmpC inh detg: inconclusive

How did CCN(CC)c1ccc(/C=N/NC(=O)Cc2cccs2)cc1 do in these assays?
Sm TGR inh: 1%; LmPK inhibitor: 2%; AMA1-RON2 inh: -9%; AmpC inh no detg: -26%; Tb PYK inh: 3%; HCMV inh: -17; AmpC inh detg: -11%

How did Cc1ccc(-n2c(SCC(=O)N3CCc4ccccc43)nc3c([nH]c4ccccc43)c2=O)cc1 do in these assays?
Sm TGR inh: -12%; Tb PYK inh: 2%; HCMV inh: 27; AmpC inh detg: 0%

Results for Cc1ccc(N(Cc2cc3cc(C)ccc3[nH]c2=O)S(=O)(=O)c2ccccc2)cc1 ?
Sm TGR inh: 4%; LmPK inhibitor: 4%; AMA1-RON2 inh: -20%; AmpC inh no detg: -46%; Tb PYK inh: -7%; HCMV inh: -26; AmpC inh detg: -9%

Results for Brc1ccc(N=C/C=C/C=C/Nc2ccc(Br)cc2)cc1 ?
Sm TGR inh: -2%; LmPK inhibitor: -2%; AMA1-RON2 inh: -5%; AmpC inh no detg: -29%; Tb PYK inh: -9%; HCMV inh: 1; AmpC inh detg: inconclusive

What do the screens show for `COc1ccc2c(c1)N(C)C(=O)CC(c1ccccc1)=N2`?
Sm TGR inh: -33%; LmPK inhibitor: 0%; AMA1-RON2 inh: -2%; AmpC inh no detg: -7%; Tb PYK inh: -6%; HCMV inh: inconclusive; AmpC inh detg: inconclusive

What do the screens show for `Cc1ccc(N(C(=O)CCl)C(C(=O)NC2CCCCC2)c2cccnc2)cc1C` (centres undefined)?
Sm TGR inh: 14µM*; LmPK inhibitor: 0%; AMA1-RON2 inh: -6%; AmpC inh no detg: 175%[activator]; Tb PYK inh: -5%; HCMV inh: -99*; AmpC inh detg: -6%

What do the screens show for `CCOc1ncccc1C(=O)OCC(=O)N1CCN(S(=O)(=O)c2ccc(Cl)cc2)CC1`?
Sm TGR inh: -3%; LmPK inhibitor: 2%; AMA1-RON2 inh: 2%; AmpC inh no detg: 82%[activator]; Tb PYK inh: 6%; HCMV inh: 6; AmpC inh detg: 1%

How did COc1ccc(OC)c(Nc2nc(NCCC(C)C)nc(N)c2[N+](=O)[O-])c1 do in these assays?
Sm TGR inh: 0%; LmPK inhibitor: 2%; AMA1-RON2 inh: -4%; AmpC inh no detg: -1%; Tb PYK inh: 5%; HCMV inh: inconclusive; AmpC inh detg: 2%

Results for N#Cc1cncc(-c2ccc3c(c2)OCCOCCOCCOCCOCCO3)n1 ?
Sm TGR inh: -2%; LmPK inhibitor: 3%; AMA1-RON2 inh: inconclusive; AmpC inh no detg: -10%; Tb PYK inh: 5%; HCMV inh: 7; AmpC inh detg: -11%

Source: PubChem (National Center for Advancing Translational Sciences (NCATS))
